High-throughput results (PubChem)
uPA surface inh = blocks generation of uPA at the cell surface. cell surface uPA generation assay, qHTS. Potency, µM (highest dose often 38.3 µM), for inactives: top-dose activity change, negative = inhibition, actives largely listed as inhibitors. 0.31% of 330,000 active. AID 540303; active = well fitted inhibition curve with a large enough effect; inconclusive = small, poorly fitted or top-dose-only effect; inactive = no such curve, though single readings can be large or run the other way; tested in mouse RAW 264.7 cells; note: potency is the fitted concentration of half-maximal effect; nearly all actives have a fitted effect of over 55% in size
Giardia killer = Giardia lamblia killing | Giardia lamblia trophozoite viability | activity change, % at 7.66 µM, hits read low | 0.15% of 340,000 active | AID 540267; in the data active = activity change below about -80%; inconclusive = between about -30% and that limit;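 note: parasites exposed to compound for two days anaerobically before the ATP read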
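Viability, read as ATP luminescence: trophozoites at 100 cells/well, compound added, 48 hrs anaerobic at 37 deg C, then 15-30 min room-temperature development before reading.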
KCNH2 3.1 inh = inhibitors of human KCNH2 3.1 potassium channel isoform; U2OS KCNH2 3.1, thallium flux FluxOr; hits give low values; AID 720553; activity change, % (tested at about 1.8 µM); 0.95% of 340,000 active;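 active = maximum activity change below -70%; inconclusive = maximum activity change from -70% to -50%; inactive = maximum activity change above -50%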;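 note: thallium influx rate constant from kinetic fluorescence after stimulation buffer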
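Steps: virus added to U2OS suspension (4 h, RT, dark); medium with 10% FBS added, cells plated, 37 C overnight; FluxOr/Red40 loading buffer 45 min RT; stimulation buffer, 2 min kinetic read; rate constant normalized.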
Starred values were filed as active, the others as inactive; ? = inconclusive; [ ] = remark or other dose. % is set by controls: 0 for no effect and ±100 for the full control effect. The list is partial; count on the stated rates, not on these rows.

SMILES,uPA surface inh,Giardia killer,KCNH2 3.1 inh
C=C1C(=O)O[C@H]2C[C@H]1[C@@H](OC(C)=O)C/C(C)=C/CC/C(C)=C\CC[C@]2(C)O,?,6,13
O=C(O)Cc1cccc(=O)c(O)c1C(=O)O,11%,3,-13
OC(CSc1ccccc1)CN1CCN(c2ccc(Cl)cc2)CC1 (centres undefined),26%,17,-86*
Cn1ncc2c(NCCO)nc(Cl)nc21,-3%,2,-1
COc1ccc(S(=O)(=O)N(C)C)cc1NC(=O)C1CCN(c2ncnc3sc(C)c(C)c23)CC1,-25%,-12,9
COC(=O)CNC(=O)c1ccccc1[N+](=O)[O-],4%,-9,-15
CC1(C)CC(N2CCC(=O)NC2=S)CC(C)(C)N1,2%,-10,3
O=C(NNC(=O)c1ccc(-c2ccccc2)cc1)Nc1ccccc1,-1%,-9,1
CCCCN1CC(CO)Oc2cccc(F)c2S1(=O)=O (centres undefined),-7%,-17,8
O=C(CC1Sc2ccccc2NC1=O)NNc1ccc(Cl)cc1Cl (centres undefined),3%,-2,0
Cc1nnc2c3ccccc3ccn12,0%,-12,-2
CC12C(=O)N(c3nccs3)C(=O)C1(C)C1CCC2O1 (centres undefined),-6%,-6,-3
CCN1C(c2ccccc2)=C(c2ccccc2)S/C1=C\C=C1/SC(=S)N(C)C1=O,-2%,0,9
C(=NOCc1ccccc1)c1ccncc1,-3%,-3,1
CCN(CC)CCNC(Cc1ccccc1)c1cccc(OC)c1 (centres undefined),-6%,8,-18
COCCCn1c(C(=O)N2CCOCC2)cc2c(=O)n3cccc(C)c3nc21,0%,9,9
CCOC(=O)C1(NC(=O)C2(NC(=O)CN3C(=O)c4ccccc4C3=O)CCCC2)CCCC1,-1%,13,-13
O=C(NCCN1C(=O)S/C(=C/c2cccnc2)C1=O)c1ccc(S(=O)(=O)N2CCCC2)cc1,-5%,?,-11
O=C(NCCc1ccccc1)C1CCCN1S(=O)(=O)c1ccc(F)cc1 (centres undefined),3%,11,-20
Cc1cc(-c2cc(C)c(N)cc2C)c(C)cc1N,-16%,12,18

Profiles from above. Order of values: uPA surface inh	Giardia killer	KCNH2 3.1 inh
`O=C(NCCN1C(=O)S/C(=C/c2cccnc2)C1=O)c1ccc(S(=O)(=O)N2CCCC2)cc1` as listed: -5%	?	-11
`COCCCn1c(C(=O)N2CCOCC2)cc2c(=O)n3cccc(C)c3nc21` as listed: 0%	9	9
`C=C1C(=O)O[C@H]2C[C@H]1[C@@H](OC(C)=O)C/C(C)=C/CC/C(C)=C\CC[C@]2(C)O` as listed: ?	6	13
`CC12C(=O)N(c3nccs3)C(=O)C1(C)C1CCC2O1` (centres undefined) as listed: -6%	-6	-3

(cont.)
SMILES,uPA surface inh,Giardia killer,KCNH2 3.1 inh
O=C(NC(=S)Nc1ccc(Cl)cc1)c1cncc(Br)c1,1%,0,12
CC(C)C[C@@H](CNCC(=O)[C@H](Cc1ccccc1)NC(=O)c1[nH]cnc1C(=O)N[C@@H](C)CN)NC(=O)c1nc[nH]c1C(=O)N[C@@H](C)C(=O)O,12%,6,3
COc1cccc(C2=CC(=O)C(C(C)(C)C)N2C(C)(C)C)c1 (centres undefined),12%,-15,-11
COc1cc(OC)c2c3c(c(C4CCCCC4)nc2c1)CCCC3,2%,-12,3
Cc1ccc(S(=O)(=O)n2oc(=O)c(C3CCCCC3)c2N)cc1,-5%,-19,-6
Cc1ccc(-n2nc(C(=O)c3ccccc3)n3c(=O)c(Cc4ccccc4)nnc23)cc1,-5%,13,-17
COc1ccccc1C(CNC(=O)c1cccc(S(=O)(=O)Nc2ccc(F)cc2)c1)N1CCCC1 (centres undefined),-3%,-7,11
Cc1sc2ncnc(N3CCC(C(=O)NNC(=O)COc4ccc(Cl)cc4)CC3)c2c1C,-6%,-7,-4
CN1CCC(=C(c2ccccc2)c2ccc(Br)cc2)CC1,-18%,0,-97*
CNC(=S)NN=C(C)CCCC(C)=NNC(=S)NC,2%,6,25
CCN1C[C@@H]2[C@@H]3C(=O)N(C)C(=O)[C@@H]3[C@](C)(C1=O)N2C(=O)c1ccc(F)cc1,11%,27,-4
Brc1ccc(-c2nnc(-c3cccnc3)c3conc23)cc1,-3%,4,-12
CN(C)CCCN1c2ccc3ccccc3c2Sc2cccc(Cl)c21,11%,-5,-38
Cc1cc(=O)[nH]c2ccc(Cc3ccccc3)cc12,-10%,3,1
O=C1/C(=C\c2ccccc2)CN(C(=O)CCN2CCCCC2)C/C1=C/c1ccccc1,-14%,9,-75*
CCOC(=O)c1cn(Cc2ccccc2)nc1-c1ccccc1,-7%,-9,-18
O=C(CC(=O)NN=Cc1ccc2c(c1)CCC2)NN=Cc1ccc2c(c1)CCC2,10%,-4,5
COc1ccc(NC(=O)C(OC(=O)Cn2cnc3c2c(=O)n(C)c(=O)n3C)c2ccccc2)cc1Cl (centres undefined),-4%,-2,0
O=[N+]([O-])c1cccc(-c2ccc3nnc(SCc4cccnc4)n3n2)c1,5%,4,1
COc1ccc(-c2nnc3ccc(SCC(=O)N4CCN(c5ccccc5)CC4)nn23)cc1,4%,-19,-5
O=Cc1ccc(OCc2cn(CC(=O)c3ccc(O)cc3)nn2)cc1,13%,-2,12
O=C1C2CCCCN2C(=O)N1CCN1CCN(c2ccc(F)cc2)CC1 (centres undefined),0%,0,-7
CCCCCCCCN1[C@@H](CC(=O)O)c2cc(C(F)(F)F)ccc2S1(=O)=O,-20%,-16,-6
CC(C)(C)OC(=O)N1CCC(C(=O)Nc2ccc(C(=O)NCCc3ccccc3)cc2)CC1,2%,3,1
CCOC(=O)C1(Cc2cccc(OC)c2)CCCN(C(=O)CSC)C1 (centres undefined),1%,-6,-2
CCCc1nnc(NS(=O)(=O)c2ccc(C)cc2)o1,9%,-3,15
OCC1OC(Oc2c(Br)cc(Br)cc2Br)C(O)C(O)C1O (centres undefined),4%,7,-17
COc1ccc(C(=O)Cn2c(C(C)=O)nc3ccccc32)cc1,-9%,-13,-10
CCOC(=O)c1nnsc1C(OC)Oc1ccccc1 (centres undefined),-2%,10,-12
CCOC(=O)C1=C(CC)Nc2ccccc2N=C1NC(=O)c1ccc(OC)c(S(=O)(=O)N2CCOCC2)c1,7%,36[activator],13
COc1cc(CCc2ccccc2)c(C(=O)O)c(O)c1CC=C(C)C,-5%,7,-1
O=C(O)C(Oc1ccc2ccccc2c1)c1ccccc1 (centres undefined),3%,-21,-2
Cn1c(=O)c2[nH]c(CSCc3ccccc3)nc2n(C)c1=O,2%,4,-4
CCCCCCCCNCCS(=O)(=O)NCc1ccccc1,4%,15,-6
CCOC(=O)C1=NNC(C(=O)O)C1c1ccccc1 (centres undefined),8%,-3,21
CCCOc1ccc(N2C(=O)CC(NCC(=O)OCC)C2=O)cc1 (centres undefined),4%,-2,13
Oc1ccccc1C=NN=Cc1ccccc1Cl,1%,-10,3
Nc1ccc2c(c1)Cc1c(F)cccc1-2,1%,-14,18
ONC(=NCc1ccccc1)c1ccccc1,0%,-10,-6
CC12CCC(C3NC(=S)NN=C31)C2(C)C (centres undefined),1%,-4,3

The list continues:
Structure,uPA surface inh,Giardia killer,KCNH2 3.1 inh
O=C(CCNC(=O)c1ccc(Br)cc1)Nc1ncccc1O,-15%,6,-22
c1ccc2c(c1)ccc1[nH]c3c(c12)CCCC3,9%,-4,6
CCCN(CC(=O)Nc1ccc(F)c(F)c1F)C(=O)c1cc(S(=O)(=O)N(C)C)ccc1N1CCCC1,5%,?,10
[O-][n+]1nc2ccccc2c2ccccc21,-4%,4,16
Cc1nc2c(nc1C)C(=O)c1ccccc1C2=O,-10%,?,7
CCCC(=O)NC1=C(Cl)C(=O)c2ccccc2C1=O,-15%,-13,-13
O=C(O)c1ccccc1C(=O)N(c1ccccc1)c1ccccc1,-12%,-3,-23
Cn1nccc1C(=O)Nc1cc(Cl)ccc1Cl,-22%,-6,0
OCc1nc2ccccc2n1CCCCOc1ccccc1,1%,7,-9
COC(=O)N/N=C(C)/C=C/c1ccccc1,8%,26,-7
O=S(=O)(Nc1ccc(Cl)cc1NS(=O)(=O)c1ccccc1)c1ccccc1,2%,-8,0
CC1(C)CC(=O)C=C(c2cccc3c2oc2ccccc23)C1,-5%,1,-3
Cc1ccc(NCCCn2cnc(C(=O)Nc3ccc(C)c(C)c3)n2)cc1C,6%,25,-20
Cc1ccccc1-c1nnc(SCC(=O)Nc2c(C)n(C)n(-c3ccccc3)c2=O)o1,1%,8,-3
COc1ccccc1C(CNC(=O)CCNS(=O)(=O)c1ccc(Br)cc1)N1CCCC1 (centres undefined),1%,-23,-15
Cc1cccc(NC2(C(=O)O)CCCC2)c1,4%,-14,2
COc1ccc(C(CNC(=O)c2cccc(S(=O)(=O)N3CCCc4ccccc43)c2)N(C)C)cc1 (centres undefined),-8%,16,-74*
CC(=NNC(=O)CSCC(=O)NN=C(C)c1ccccc1)c1ccccc1,5%,1,-16
CCCCCCCCCCCCN1[C@@H](CC(=O)O)c2cc(F)ccc2S1(=O)=O,-7%,-2,8
CC(C)C[C@H]1CNC(=S)N1CC1CCCN1C[C@H](CC(C)C)N1C[C@H](Cc2ccccc2)N(CC2CCCCCC2)C1=S (some centres undefined),6%,7,-6
CC(C)[C@H]1COCCS(=O)(=O)N1Cc1ccccc1,-3%,-4,17
Nc1ncncc1-c1ccccc1Cl,0%,-12,-6
Cc1cccc(C)c1-c1ccc(CN2C(CC(C)C)C(=O)N(Cc3cn(CC4CCCCC4)nn3)CCS2(=O)=O)cc1 (centres undefined),16%,41[activator],-4
CCCCCCCCCCCn1nnnc1N,1%,-3,13
Cc1cc(C)nc(NS(=O)(=O)c2ccc(NC(=O)CCC(=O)O)cc2)n1,2%,8,-6
O=C(O)CC(c1ccccc1)N1C(=O)c2ccccc2C1=O (centres undefined),-4%,-14,-76*
Cn1c(/C(C#N)=C(\O)c2ccccc2Cl)nc2ccccc21,-10%,-9,5
C=CC[C@@H](CC(=O)N[C@H](CO)Cc1ccccc1)C(=O)N[C@H](COC(=O)[C@H](CC=C)CC(=O)OC(C)(C)C)Cc1c[nH]c2ccccc12,-26%,4,-9
O=C1C=CC[C@H](/C=C/C[C@@H](O)C[C@H](O)CCc2ccccc2)O1,10µM*,10,5
O=C(O)CCC(=O)c1ccc2sc3ccccc3c2c1,3%,-7,11
O=C(O)Cc1ccc(O)cc1,3%,-7,-13
CC(=O)C12OC(C)(C)OC1CC1C3CCC4=CC(=O)C=CC4(C)C3(F)C(O)CC12C (centres undefined),-2%,36[activator],-11
CC(OC(=O)CC1Sc2ccccc2NC1=O)C(=O)N(C)Cc1ccccc1 (centres undefined),-2%,2,17
COC(=O)C[C@H]1c2cc(C(F)(F)F)ccc2S(=O)(=O)N1C1CCCC1,-16%,-2,6
Cn1c(-c2ccccc2)cc(=O)n1-c1ccccc1,-1%,-11,25
O=C(CCCOc1ccc(Cl)cc1Cl)NC(Cc1ccccc1)C(=O)O (centres undefined),3%,1,-6
CCCCN(C(=O)C1CCN(C(=O)c2ccccc2C)CC1)c1c(N)n(CC(C)C)c(=O)[nH]c1=O,-9%,4,-17
c1ccc(C(=C2CCCO2)c2ccccc2)cc1,3%,-5,3
CC(C)C(=O)N1CCN(c2ccccc2NC(=S)NC(=O)c2ccco2)CC1,3%,14,5
Cc1ccc(Cl)cc1NC(=O)CN1CCOCC1,-1%,5,14
CCOC(=O)C1=C(C)N(CCCC(=O)O)C(=O)NC1c1cccc(OC)c1 (centres undefined),-3%,-6,3
Cc1cc(-c2ccccc2)cc(=O)[nH]1,-1%,17,-24
O=C1NCCSC1c1ccccc1 (centres undefined),-2%,-8,1
O=C(CCS(=O)(=O)c1ccc(Cl)cc1)N1CCCc2ccccc21,3%,3,-12
COc1ccccc1C=NNC(=O)c1ccncc1,16%,-9,2
Cc1ccc(NC(=O)Cc2ccc(Cl)cc2)nc1,9%,-4,1
COc1ccc(Br)cc1CN(C)C(=O)c1ccccc1SCC(=O)N1CCCC1,-6%,-7,16
OC1CNc2c(ccc3ccccc23)C1 (centres undefined),0%,-4,-13
CC12CCC(=O)C=C1CCC1C2C(O)CC2(C)C(c3csc(N)n3)CCC12 (centres undefined),-6%,-2,3
O=C(NC1CC1)c1cccc(NC(=O)C2CCN(S(=O)(=O)c3cccc(C(F)(F)F)c3)CC2)c1,-19%,3,-3
CNc1nc(=O)n(C2CCCO2)cc1C (centres undefined),-2%,-7,?
